Pf Dd2 inh – P. falciparum Dd2 growth inhibitors, primary screen, SYBR Green fluorescence, single dose replicates. 72 h; stronger effect = lower value. activity change, % at 10 µM. 94,000 tested, 2.3% active. AID 1159554, 2015; in the data active = activity change below about -80%
Tcruzi prolif – T. cruzi intracellular proliferation inhibitors, primary screen, cell-based, beta-gal Tulahuen parasites, NIH3T3 host, luminescence; T. cruzi beta-gal in NIH3T3, GalScreen luminescence, 90 h; inhibition, % at 8.34 µM; 77,000 tested, 5.9% active; AID 624255, 2012;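 active = mean inhibition above about 93%, with at least 55% of replicates each passing it, limit read from the data, passing the limit was not always enough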
KDM4C inh – inhibitors of GASC-1 (KDM4C) histone demethylase, primary screen, biochemical, single concentration HTS; inhibition, % at 12.5 µM; GST-KDM4C 2-372, H3K9me3 peptide, LANCE TR-FRET; Lysine-specific demethylase 4C (Homo sapiens), Q9H3R0; 96,000 tested, 0.15% active;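 active = mean replicate inhibition above about 25%, with at least 55% of replicates also reaching it, limit read from the data, passing the limit was not always enough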
Target sequence (Q9H3R0 2-372 limits assumed): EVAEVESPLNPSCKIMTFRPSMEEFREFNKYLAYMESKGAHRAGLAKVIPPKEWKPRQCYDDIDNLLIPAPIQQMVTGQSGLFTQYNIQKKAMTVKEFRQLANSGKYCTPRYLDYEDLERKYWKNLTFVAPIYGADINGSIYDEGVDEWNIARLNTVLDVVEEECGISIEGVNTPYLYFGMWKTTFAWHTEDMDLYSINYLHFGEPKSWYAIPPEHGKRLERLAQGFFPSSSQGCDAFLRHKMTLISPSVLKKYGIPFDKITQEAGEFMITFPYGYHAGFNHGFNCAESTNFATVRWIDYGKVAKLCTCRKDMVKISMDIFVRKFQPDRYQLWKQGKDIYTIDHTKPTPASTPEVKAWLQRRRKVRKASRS
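Material: N-terminal GST-fused human GASC-1 (KDM4C) fragment, residues 2-372. Input: 10 nM enzyme. Incubation: enzyme reaction 30 min, then detection 60 min, both room temperature. Doses: one test concentration per compound. Read-out basis: inhibition from TR-FRET ratio decrease. Detection: LANCE TR-FRET, excitation 340 nm, emissions 618 and 671 nm.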
C diff growth – C. difficile growth inhibitors, primary screen, HTS | Clostridium difficile clinical isolate growth, OD600, 24 h; stronger effect = lower value | growth activity, negative = inhibition, % at 16 µg/mL (by protocol) | 86,000 tested, 0.25% active | AID 1259249, 2017;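 active = mean growth activity at or below -80% and every replicate also at or below -80%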;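 note: 0% = DMSO wells and -100% = levofloxacin 16 µg/mL wells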
* hit, by the source's call; . = no result given; & = joins results of further samples.

SMILES | Pf Dd2 inh | Tcruzi prolif | KDM4C inh | C diff growth
C/C=C/c1ccc(C2[C@@H]3CN(C(=O)c4cnccn4)C[C@H]2N3)cc1 (some centres not stated) | 14.0 | . | 0.5 | -1.3
CC=Cc1ccc2n(c1=O)C[C@@H]1[C@@H](CO)[C@H](C(=O)O)[C@H]2N1S(=O)(=O)c1ccccc1C (mixture of isomers) | 7.8 | 33.6 | 0.5 | -5.6
O=C(O)[C@H]1[C@H](CO)[C@H]2Cn3c(ccc(-c4ccccc4)c3=O)[C@@H]1N2C(=O)C1CCCCC1 | 6.2 | -6.8 | 0.4 | 0.6
CCC(=O)N1[C@@H]2Cn3c(ccc(C4=CCCC4)c3=O)[C@H]1[C@@H](C(=O)OC)[C@@H]2CO | -4.9 | 20.0 | 12.1 | -2.4
COC(=O)[C@H]1[C@H](CO)[C@H]2Cn3c(ccc(C4=CCCCC4)c3=O)[C@@H]1N2Cc1ccccn1 | 8.4 | 100.8* | 4.0 | 0.1
C/C=C/c1ccc([C@@H]2[C@@H](CO)N3CCCCN(C(=O)Cc4cccnc4)C[C@H]23)cc1 | 16.3 | 52.2 | -0.1 | -3.3
CCCN1[C@@H]2Cn3c(ccc(-c4ccccc4)c3=O)[C@H]1[C@@H](C(=O)OC)[C@@H]2CO | 11.7 | -20.4 | -1.3 | -3.0
O=C(NC[C@H]1CC[C@H]2[C@H](CN2Cc2cccnc2)O1)C1CC1 | 43.6 | . | . | -6.3
O=C(Cc1ccccn1)N1CCCCN2[C@H](C1)[C@H](c1ccc(Br)cc1)[C@@H]2CO | 21.5 | 2.3 | -0.6 | 2.7
COC(=O)[C@H]1[C@H](CO)[C@H]2Cn3c(ccc(-c4cccc(F)c4)c3=O)[C@@H]1N2Cc1ccccc1 | -7.7 | 8.8 | 2.3 | 3.8
C[C@H](CO)N1C[C@H](C)[C@H](CN(C)C(=O)Oc2ccccc2)OCc2ccccc2-c2c(n(C)c3ccccc23)C1=O | -12.5 | . | -2.4 | -2.2
COC(=O)[C@H]1[C@H](CO)[C@H]2Cn3c(ccc(-c4ccccc4F)c3=O)[C@@H]1N2C(C)=O | 6.6 | 41.0 | -0.6 | -3.6
C[C@H]1CN([C@@H](C)CO)C(=O)CCCn2nncc2CO[C@@H]1CN(C)C(=O)Oc1ccc2ccccc2c1 | -1.2 | 35.9 | 1.1 | .
O=C(Cc1ccccn1)N1CCCCN2[C@@H](CO)[C@H](c3ccc(-c4ccccc4F)cc3)[C@@H]2C1 | 21.0 | 93.7 | 1.2 | -17.1
O=C(Cc1ccccn1)N1CCCCN2[C@H](CO)[C@@H](c3ccc(-c4ccccc4)cc3)[C@H]2C1 | 24.4 | -13.7 | -0.2 | -10.1
C[C@@H]1CN([C@H](C)CO)C(=O)CCCn2cc(nn2)CO[C@@H]1CN(C)C(=O)Oc1cccc2ccccc12 | 13.6 | -24.8 | -0.4 | .
O=C(Cc1ccccc1)N1CCCCN2[C@H](CO)[C@@H](c3ccc(C#Cc4ccccc4)cc3)[C@@H]2C1 | -40.2 | 106.4* | 2.0 | -0.8
CCC(=O)N1[C@@H]2c3ccc(-c4cccc(F)c4)c(=O)n3C[C@H]1[C@H](CO)[C@H]2C(=O)OC | 9.0 | 34.1 | -0.7 | 1.0
O=C(Cc1ccncc1)N1CCCCN2[C@H](CO)[C@H](c3ccc(-c4ccncc4)cc3)[C@@H]2C1 | -74.7 | 101.6* | 0.9 | -5.4
O=C(Cc1ccccc1)N1CC2(C1)[C@H](c1ccccc1)[C@@H](CO)N2Cc1cccc(F)c1 | -27.9 | . | 0.5 | -4.8
COC(=O)[C@@H]1[C@@H](CO)[C@@H]2Cn3c(ccc(-c4cccc(OC)c4)c3=O)[C@H]1N2C(=O)c1cnccn1 | 9.8 | -12.5 | -1.1 | -2.6
Cc1cccc(S(=O)(=O)N2[C@@H]3Cn4c(ccc(-c5ccncc5)c4=O)[C@H]2[C@@H](C(=O)O)[C@@H]3CO)c1 | 8.3 | 53.2 | 0.7 | -3.6
COC(=O)[C@H]1[C@H](CO)[C@H]2Cn3c(ccc(-c4ccc(OC)cc4)c3=O)[C@@H]1N2C(=O)c1ccccc1F | 1.7 | -19.4 | -0.7 | -1.0
C[C@@H]1CN([C@H](C)CO)C(=O)CCCn2nncc2CO[C@@H]1CN(C)C(=O)Oc1cccc2ccccc12 | -12.1&-5.9 | 12.8&29.4 | 10.4 | -2.5&0.0
O=C(Cc1ccccn1)N1CCCCN2[C@H](CO)[C@@H](c3ccc(-c4ccc(F)cc4)cc3)[C@H]2C1 | 3.8 | 57.6 | -0.7 | -9.7

Entries of single compounds, looked up by structure.
`C[C@H]1CN([C@@H](C)CO)C(=O)CCCn2nncc2CO[C@@H]1CN(C)C(=O)Oc1ccc2ccccc2c1` is listed with Pf Dd2 inh: -1.2; Tcruzi prolif: 35.9; KDM4C inh: 1.1; C diff growth: .
`CCC(=O)N1[C@@H]2Cn3c(ccc(C4=CCCC4)c3=O)[C@H]1[C@@H](C(=O)OC)[C@@H]2CO` is listed with Pf Dd2 inh: -4.9; Tcruzi prolif: 20.0; KDM4C inh: 12.1; C diff growth: -2.4

Compounds above that contain sulfur:
SMILES | Pf Dd2 inh | Tcruzi prolif | KDM4C inh | C diff growth
CC=Cc1ccc2n(c1=O)C[C@@H]1[C@@H](CO)[C@H](C(=O)O)[C@H]2N1S(=O)(=O)c1ccccc1C (mixture of isomers) | 7.8 | 33.6 | 0.5 | -5.6
Cc1cccc(S(=O)(=O)N2[C@@H]3Cn4c(ccc(-c5ccncc5)c4=O)[C@H]2[C@@H](C(=O)O)[C@@H]3CO)c1 | 8.3 | 53.2 | 0.7 | -3.6

4 compounds drawn at random from those above:
SMILES | Pf Dd2 inh | Tcruzi prolif | KDM4C inh | C diff growth
O=C(Cc1ccncc1)N1CCCCN2[C@H](CO)[C@H](c3ccc(-c4ccncc4)cc3)[C@@H]2C1 | -74.7 | 101.6* | 0.9 | -5.4
C/C=C/c1ccc([C@@H]2[C@@H](CO)N3CCCCN(C(=O)Cc4cccnc4)C[C@H]23)cc1 | 16.3 | 52.2 | -0.1 | -3.3
COC(=O)[C@H]1[C@H](CO)[C@H]2Cn3c(ccc(-c4cccc(F)c4)c3=O)[C@@H]1N2Cc1ccccc1 | -7.7 | 8.8 | 2.3 | 3.8
Cc1cccc(S(=O)(=O)N2[C@@H]3Cn4c(ccc(-c5ccncc5)c4=O)[C@H]2[C@@H](C(=O)O)[C@@H]3CO)c1 | 8.3 | 53.2 | 0.7 | -3.6

Going on with the list:
SMILES | Pf Dd2 inh | Tcruzi prolif | KDM4C inh | C diff growth
COc1cccc(-c2ccc3n(c2=O)C[C@H]2[C@H](CO)[C@@H](C(=O)O)[C@@H]3N2C(=O)c2cnccn2)c1 | 6.5 | 17.1 | 0.2 | -0.1
Cc1ccc(OC(=O)N(C)C[C@@H]2OCc3cnnn3CCCC(=O)N([C@@H](C)CO)C[C@H]2C)cc1 | -15.4&-7.6 | 6.3&-0.4 | -1.3 | 2.8&-0.8
O=C(Cc1cccnc1)N1CCCCN2[C@@H](CO)[C@@H](c3ccc(/C=C/c4ccccc4)cc3)[C@@H]2C1 | -47.4 | 107.7* | -0.9 | 21.9
CN1c2ccc(Br)cc2[C@H]2NCC[C@H]2[C@H]1CO | -15.6&-24.3 | 20.1&59.0 | 0.8 | -0.5&1.2
COC(=O)[C@@H]1[C@@H](CO)[C@@H]2Cn3c(ccc(C4=CCCCC4)c3=O)[C@H]1N2Cc1ccccc1OC | -16.1 | . | 1.2 | 0.0
C[C@@H]1CN([C@H](C)CO)C(=O)c2c(c3ccccc3n2C)-c2ccccc2CO[C@@H]1CN(C)C(=O)Oc1ccccc1 | -71.7 | . | -3.6 | 4.5
O=C(Cc1ccccc1)N1C[C@H]2[C@@H](c3ccccc31)[C@@H](CO)N2Cc1ccccc1 | 2.0 | 42.3 | -0.3 | -9.2
O=C(NC[C@H]1CC[C@@H]2NC[C@@H]2O1)C1CCCC1 | 4.8 | . | . | -2.8
O=C(Cc1ccncc1)N1CCCCN2[C@@H](CO)[C@@H](c3ccc(C#Cc4ccccc4F)cc3)[C@@H]2C1 | -62.1 | 65.9 | -0.2 | 2.2
C[C@H](CO)N1C[C@H](C)[C@@H](CN(C)C(=O)Oc2ccccc2)OCc2cnnn2CCCC1=O | 10.5 | 6.3 | 1.0 | .
COC(=O)[C@@H]1[C@@H](CO)[C@@H]2Cn3c(ccc(-c4ccccc4)c3=O)[C@H]1N2CC1CCCCC1 | -7.7 | 11.1 | -2.6 | 2.9
CN1[C@@H]2Cn3c(cccc3=O)[C@H]1[C@@H](C(=O)NCC1CC1)[C@@H]2CO | . | -33.3 | -0.6 | 17.2
CC(C)CC#Cc1ccc([C@H]2[C@@H](CO)N3CCCCN(C(=O)Cc4ccccn4)C[C@H]23)cc1 | -1.7 | 73.5 | 0.3 | -20.3
O=C(O)[C@H]1[C@H](CO)[C@H]2Cn3c(ccc(-c4cccnc4)c3=O)[C@@H]1N2C(=O)Nc1cc(F)ccc1F | . | -37.0 | 1.3 | 6.9
C[C@@H]1CN([C@H](C)CO)C(=O)c2c(c3ccccc3n2C)-c2ccccc2CO[C@H]1CN(C)C(=O)Oc1ccccc1 | -11.8 | . | -0.3 | -2.9
O=C(Cc1ccncc1)N1CCCCN2[C@H](CO)[C@@H](c3ccc(C#Cc4ccccc4F)cc3)[C@@H]2C1 | -36.2 | 47.9 | -1.4 | 15.7
COCC(=O)N1[C@@H]2c3ccc(C4=CCCC4)c(=O)n3C[C@H]1[C@H](CO)[C@H]2C(=O)OC | 18.7 | 33.7 | 0.5 | 1.2
O=C(Cc1ccccn1)N1CCCCN2[C@H](CO)[C@@H](c3ccc(-c4ccc(F)cc4)cc3)[C@@H]2C1 | -25.2 | 16.1 | -0.3 | -3.1
O=C(Cc1ccncc1)N1CCCCN2[C@H](C1)[C@@H](c1ccc(C#CC3(O)CCCC3)cc1)[C@@H]2CO | -72.8 | 62.2 | -0.1 | -5.0
COC(=O)[C@H]1[C@H](CO)[C@H]2Cn3c(ccc(C4=CCCCC4)c3=O)[C@@H]1N2C(=O)NC(C)C | -0.7 | 28.6 | 0.4 | -4.1
O=C(O)[C@H]1[C@H](CO)[C@H]2Cn3c(ccc(-c4ccccc4)c3=O)[C@@H]1N2CC1CCCCC1 | -7.1 | 91.6 | -1.2 | 2.9
C/C=C/c1ccc(C2[C@@H]3CN(Cc4ccccn4)C[C@H]2N3)cc1 (some centres not stated) | -13.0 | . | 6.1 | 1.1
C[C@@H]1CN([C@H](C)CO)C(=O)CCCn2nncc2CO[C@H]1CN(C)C(=O)Oc1cccc2ccccc12 | -19.7&-22.9 | 11.4&25.7 | -0.7 | 2.8&-0.6
Cc1ccccc1S(=O)(=O)N1[C@@H]2c3ccc(-c4cccnc4)c(=O)n3C[C@H]1[C@H](CO)[C@H]2C(=O)O | 13.0 | 43.1 | -0.8 | -1.7
COC(=O)[C@@H]1[C@@H](CO)[C@@H]2Cn3c(ccc(-c4ccc(F)cc4)c3=O)[C@H]1N2Cc1cccnc1 | . | -64.6 | -2.3 | 9.6
N#Cc1cccc(-c2ccc([C@@H]3[C@@H](CO)N4CCCCN(C(=O)Cc5ccccc5)C[C@H]34)cc2)c1 | -14.7 | 71.1 | 0.0 | 7.3

Source: PubChem BioAssay (Broad Institute)

A portion of the library; rates above refer to the full screens.
